High-throughput results: PubChem BioAssay, several laboratories
MK inhibit: S. pneumoniae MK inhibitors, primary screen, biochemical, PK/LDH-coupled NADH absorbance; mevalonate kinase [Streptococcus pneumoniae D39]; purified MK, PK/LDH-coupled NADH absorbance 340 nm; inhibition, % at 10 µM; actives 0.48% (n = 65,000);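 active = ranked among the strongest by inhibition in the single 10 µM screen, a fixed top-ranked set picked for dose follow-up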; note: no value below 0 was filed
LYP phosphatase: LYP phosphatase inhibitors, primary screen, biochemical, DiFMUP fluorescence, recombinant catalytic domain, 10 µM (AID 606); 52,000 tested, under 10 active; inhibition, % at 10 µM, or IC50 in µM where a hit was titrated; recombinant LYP catalytic domain, DiFMUP fluorescence; higher % means a stronger effect;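 active = IC50 under 40 µM in the dose-response test; inactive = IC50 of 40 µM or more, or never dose-tested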
HPDE-C7K KRASV12: cytotoxicity in KRAS-transformed pancreatic duct cells, primary screen, cell-based, fluorescence, HTS (AID 431); HPDE-C7K KRASV12 cells, Alamar Blue viability, 48 h; higher % means a stronger effect; cytotoxicity, % at 10 µM, or EC50 in µM where a hit was titrated; actives 1.7% (n = 63,000);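 active = compounds whose percent cytotoxicity in the single-dose primary screen, scaled between solvent and toxic-drug controls, exceeds 50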;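 note: 0% = DMSO solvent wells and 100% = doxorubicin-treated wells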
Alkaline phosphatase: human TNAP enzyme inhibitors, biochemical, luminescent (AID 518). Alkaline phosphatase, tissue-nonspecific isozyme (Homo sapiens). purified TNAP enzyme, luminescent substrate readout; higher % means a stronger effect. one-dose inhibition, % at 20 µM; IC50 in µM for titrated hits. actives 0.09% (n = 64,000); in the data active = a potency from the dose series; inactive = the rest, 99 in 100 with inhibition below about 22%;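 note: plate controls were vehicle for no effect and reference inhibitor for full effect; many of its hits are not listed in these tables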
HPDE-C7 viability: cytotoxicity in HPDE-C7 cells, cell-based, fluorescence, HTS (AID 430); HPDE-C7 pancreatic duct cells viability, fluorescence; higher % means a stronger effect; actives 1.8% (n = 63,000); cytotoxicity, % at 10 µM, or EC50 in µM where a hit was titrated;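 note: cells exposed to compound for 48 hours before viability readout; 0% = vehicle and 100% = reference cytotoxic drug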
Bfl-1 inhibitors: Bfl-1 inhibitors, primary screen, biochemical, fluorescence polarization, FITC-Bid, mouse (AID 432); displacement, % at 20 µM; hits with a dose series show IC50 in µM; actives 0.02% (n = 64,000); Bcl-2-related protein A1 (Mus musculus); FITC-Bid BH3 peptide fluorescence polarization displacement; higher % means a stronger effect; in the data active = a potency from the dose series; inactive = the rest, 99 in 100 with displacement below about 15%; note: strong numbers were not always called active
PMK inhibit: S. pneumoniae PMK inhibitors, primary screen, biochemical, mevalonate pathway, pilot trial included. purified PMK, PK/LDH-coupled NADH absorbance 340 nm. inhibition, % at 10 µM. actives 0.49% (n = 65,000). phosphomevalonate kinase (Streptococcus pneumoniae D39);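 active = top-ranked compounds by inhibition in the single 10 µM screen, taking a fixed number of the strongest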;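 note: 0% = full reaction with DMSO carrier and 100% = background rate without enzyme reaction; no value below 0 was filed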
HT1080 viability: cytotoxicity in HT1080 fibrosarcoma cells, cell-based, fluorescence readout (AID 620). HT1080 viability, fluorescence; higher % means a stronger effect. cytotoxicity, % at 10 µM, or EC50 in µM where a hit was titrated. actives 0.42% (n = 87,000);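 note: cells exposed to compound overnight then 4 h with Alamar Blue; 0% = vehicle DMSO and 100% = killing control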
DPM-DC inhibit: S. pneumoniae DPM-DC inhibitors, primary screen, biochemical, PK/LDH-coupled NADH fluorescence; actives 0.49% (n = 65,000); AID 556, 2006; calls only at 10 µM; purified DPM-DC;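 active = the 320 compounds with the highest percent inhibition in the single-dose primary screen, excluding strongly autofluorescent ones, cut at about 32% in these data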;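 note: kinetic rate of NADH fluorescence loss reporting ADP formed by the decarboxylase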
PMK inhibit pilot replicates: also measured in PMK inhibit; calls as there; inhibition, %; measured here: pilot screen replicates
MK inhibit pilot replicates: recorded beside MK inhibit, whose call it bears; inhibition, %; measured here: pilot screen replicates
DPM-DC inhibit pilot screen %: recorded beside DPM-DC inhibit, whose call it bears; inhibition, %; measured here: pilot screen trials
* marks the source's active call; other numbers are inactive results; i = inactive; nt = not tested or not shown. Cut-off read from the data, not from the text of the source, unless noted: active = cytotoxicity above about 50%; inactive = the rest.

SMILES | MK inhibit | LYP phosphatase | HPDE-C7K KRASV12 | Alkaline phosphatase | HPDE-C7 viability | Bfl-1 inhibitors | PMK inhibit | HT1080 viability | DPM-DC inhibit | others
CCCN(Cc1ccccc1)S(=O)(=O)c1ccc(N2C(=O)CCC2=O)cc1 | 9 | -5% | -9% | 8% | -8% | -19% | 8 | 28% | i
O=C(NCc1ccccn1)c1ccc(/C=N/O)nc1 | 0 | nt | 1% | 9% | -3% | -1% | 7 | -1% | i
CCn1c(C(=O)OC)cc2c1ccn2-c1ccc(F)cc1 | 12 | 14% | -15% | 6% | -21% | 3% | 3 | -3% | i | PMK inhibit pilot replicates=0.0;MK inhibit pilot replicates=0.0;DPM-DC inhibit pilot screen %=0.0
Cc1cc2c(=O)n(CC(=O)NCC(=O)N3CCN(Cc4ccccc4)CC3)cnc2s1 | 0 | 2% | -4% | 8% | -5% | 6% | 5 | 16% | i
Cc1ccsc1C(=O)Nc1ccc(C(=O)O)cc1 | 0 | nt | -1% | 4% | -11% | -1% | 20 | nt | i
CCc1ccc(NC(=O)CN(c2ccc3c(c2)OCO3)S(=O)(=O)c2c(C)noc2C)cc1 | 8 | nt | -3% | 5% | -6% | -6% | 8 | 6% | i
CCOC(=O)C1CCN(C(=O)Nc2ccc(OC)c(OC)c2)CC1 | 5 | -4% | -5% | -3% | -4% | 13% | 9 | -4% | i
Fc1ccccc1-c1nc(-c2ccccc2)no1 | 6 | 3% | 2% | 15% | -1% | 2% | 0 | 2% | i | PMK inhibit pilot replicates=0.5;MK inhibit pilot replicates=0.0;DPM-DC inhibit pilot screen %=0.0
CCS(=O)(=O)N1CCC(C(=O)NCc2ccccc2OC)CC1 | 8 | 11% | -12% | 6% | -17% | -4% | 16 | 0% | i
COc1cc2c(cc1NC(=O)Cn1cnc3c1c(=O)n(C)c(=O)n3C)oc1ccccc12 | 13 | 12% | 17% | 0% | 15% | -6% | 21 | 2% | i
COc1ccc(NC(=O)C2=C(C)Nc3ncnn3C2c2ccccc2C(F)(F)F)c(OC)c1 (configuration not stated) | 6 | -2% | -10% | -1% | -24% | 5% | 6 | 9% | i
Cc1cccc(OCc2nnc(SCC(=O)N3CCN(C(=O)c4ccco4)CC3)n2C)c1C | 17 | 1% | -10% | 12% | -8% | -6% | 6 | -13% | i
Cc1nnc(SCCN2CCOCC2)n1-c1cccc(Cl)c1 | 29 | 14% | -6% | 7% | -16% | 6% | 5 | 5% | i
O=C(O)CSc1nc2ccc(Cl)cc2[nH]1 | 7 | nt | 6% | 8% | 2% | -4% | 15 | -12% | i
CC1CCCN(CCCNC(=O)CCn2nc(-c3ccccc3)ccc2=O)C1 (configuration not stated) | 0 | nt | -6% | 4% | 1% | -5% | 16 | -1% | i
O=C(COC(=O)c1ccco1)NCc1cccs1 | 0 | -11% | 4% | 14% | -6% | 0% | 0 | -2% | i | PMK inhibit pilot replicates=2.0;MK inhibit pilot replicates=1.0;DPM-DC inhibit pilot screen %=0.0
CCC1c2ccc(C)n2CCN1C(=O)Nc1ccccc1OC (configuration not stated) | 4 | 6% | -8% | 15% | -2% | -1% | 8 | 7% | i | PMK inhibit pilot replicates=8.5;MK inhibit pilot replicates=0.5;DPM-DC inhibit pilot screen %=3.0
O=C(COC(=O)c1cccs1)NC1CCCCC1 | 0 | -19% | -19% | 2% | -23% | -2% | 16 | 2% | i
COc1ccc(CCN=CC2=C(O)CCCC2=O)cc1OC | 0 | 3% | 2% | 3% | 4% | -6% | 0 | -4% | i
CCN(CCNC(=O)C1CCN(Cc2nc(-c3cccc(Cl)c3)oc2C)CC1)c1ccccc1 | 6 | 5% | nt | -8% | nt | 0% | 7 | 3% | i

2 entries picked at random from the list so far, as already listed:
SMILES | MK inhibit | LYP phosphatase | HPDE-C7K KRASV12 | Alkaline phosphatase | HPDE-C7 viability | Bfl-1 inhibitors | PMK inhibit | HT1080 viability | DPM-DC inhibit | others
CC1CCCN(CCCNC(=O)CCn2nc(-c3ccccc3)ccc2=O)C1 (configuration not stated) | 0 | nt | -6% | 4% | 1% | -5% | 16 | -1% | i
O=C(COC(=O)c1ccco1)NCc1cccs1 | 0 | -11% | 4% | 14% | -6% | 0% | 0 | -2% | i | PMK inhibit pilot replicates=2.0;MK inhibit pilot replicates=1.0;DPM-DC inhibit pilot screen %=0.0

Returning to the listing, repeating the 5 entries before the break.
SMILES | MK inhibit | LYP phosphatase | HPDE-C7K KRASV12 | Alkaline phosphatase | HPDE-C7 viability | Bfl-1 inhibitors | PMK inhibit | HT1080 viability | DPM-DC inhibit | others
O=C(COC(=O)c1ccco1)NCc1cccs1 | 0 | -11% | 4% | 14% | -6% | 0% | 0 | -2% | i | PMK inhibit pilot replicates=2.0;MK inhibit pilot replicates=1.0;DPM-DC inhibit pilot screen %=0.0
CCC1c2ccc(C)n2CCN1C(=O)Nc1ccccc1OC (configuration not stated) | 4 | 6% | -8% | 15% | -2% | -1% | 8 | 7% | i | PMK inhibit pilot replicates=8.5;MK inhibit pilot replicates=0.5;DPM-DC inhibit pilot screen %=3.0
O=C(COC(=O)c1cccs1)NC1CCCCC1 | 0 | -19% | -19% | 2% | -23% | -2% | 16 | 2% | i
COc1ccc(CCN=CC2=C(O)CCCC2=O)cc1OC | 0 | 3% | 2% | 3% | 4% | -6% | 0 | -4% | i
CCN(CCNC(=O)C1CCN(Cc2nc(-c3cccc(Cl)c3)oc2C)CC1)c1ccccc1 | 6 | 5% | nt | -8% | nt | 0% | 7 | 3% | i
Clc1ccc(-c2nc(NCCN3CCOCC3)c3ccccc3n2)cc1 | 0 | nt | 41% | 14% | 30% | 0% | 0 | 4% | i
CCn1ncc(C2=NOC(C(=O)Nc3cccnc3)C2)c1C (configuration not stated) | 0 | -2% | -2% | 2% | -5% | 4% | 12 | -5% | i
COc1cc(C2C(C(=O)c3ccc(C)o3)=C(O)C(=O)N2CCc2ccccc2)ccc1O (configuration not stated) | 4 | 5% | -4% | -1% | -14% | -9% | 15 | 10% | i
COc1cccc(N2CCN(C(=O)c3[nH]c(C)c(C(C)=O)c3C)CC2)c1 | 3 | 10% | 38% | -1% | 54%* | -4% | 0 | 51%* | i
COC(=O)CSc1nnc(Cc2cc(=O)[nH]c(=O)[nH]2)n1-c1cccc(OC)c1 | 4 | -4% | -6% | 6% | -12% | -3% | 15 | 20% | i
O=C(c1ccc(Cl)s1)N1CCc2ccccc21 | 0 | 5% | 2% | 5% | 8% | -4% | 0 | 3% | i
COc1ccc(CC(=O)Nc2cc(=O)n(C)c(=O)n2C)cc1 | 6 | 5% | 7% | 5% | -5% | -1% | 2 | 2% | i
COc1cc(S(=O)(=O)N2CCCCCC2)ccc1Cl | 1 | -6% | 9% | 2% | 6% | -5% | 0 | 1% | i
Cc1cc(C)c(S(=O)(=O)N(CC(=O)N2CCOCC2)C2CCCCC2)c(C)c1 | 7 | 0% | 1% | 8% | 3% | 2% | 7 | 14% | i
CCOC(=O)N1CCN(C(=O)C2CCC(CNS(=O)(=O)c3ccccc3)CC2)CC1 (configuration not stated) | 0 | nt | 3% | 8% | 0% | -13% | 14 | -2% | i
O=C(Nc1nncs1)c1cccc(S(=O)(=O)N2CCCC2)c1 | 0 | nt | 0% | 2% | -1% | -4% | 6 | 0% | i
COc1ccc(OCCCC(=O)Nc2nnc(C3CCCO3)s2)cc1 (configuration not stated) | 8 | 10% | -3% | 11% | 0% | -10% | 0 | 7% | i
CCN(CCNC(=O)CS(=O)(=O)Cc1nc(-c2cccc(OC)c2)oc1C)c1ccccc1 | 4 | -4% | -8% | 10% | 2% | 4% | 1 | 3% | i | PMK inhibit pilot replicates=3.0;MK inhibit pilot replicates=0.0;DPM-DC inhibit pilot screen %=0.5
CC1=CC(=C2C(=O)c3ccccc3C2=O)C=C(C)N1C | 0 | 8% | 27% | 10% | 2% | 3% | 17 | 26% | i
COc1ccc(C2/C(=C(/O)c3ccccc3)C(=O)C(=O)N2CCO)cc1 (configuration not stated) | 0 | nt | 4% | 12% | 0% | -1% | 0 | -2% | i
CCC(=O)Nc1c(C#N)c2nc3ccccc3nc2n1-c1ccccc1C | 10 | -4% | 3% | 7% | 3% | -7% | 7 | 9% | nt | PMK inhibit pilot replicates=0.0;MK inhibit pilot replicates=0.0
CCn1c(SCC(N)=O)nc2c1c(=O)n(C)c(=O)n2C | 5 | 4% | 0% | 7% | 4% | -3% | 19 | 6% | i | PMK inhibit pilot replicates=0.0;MK inhibit pilot replicates=0.0;DPM-DC inhibit pilot screen %=0.0
O=C(NCCN1C(=O)C2C3C=CC(C3)C2C1=O)Nc1ccc(Br)cc1 (configuration not stated) | 4 | -16% | 8% | 4% | -3% | 0% | 4 | nt | i
COc1ccc(N2C(=O)CSC2c2cccc(F)c2)c(OC)c1 (configuration not stated) | 4 | -8% | 7% | 3% | -6% | -6% | 16 | -8% | i
O=C1OCCC1N1C(=O)c2ccccc2S1(=O)=O (configuration not stated) | 3 | 10% | -8% | 9% | -4% | -2% | 16 | -9% | i
O=C(NC(=O)c1cccc(F)c1)OC[C@@H]1CCCN2CCCC[C@H]12 | 11 | 4% | 4% | 11% | 8% | -12% | 4 | 2% | i | PMK inhibit pilot replicates=3.0;MK inhibit pilot replicates=3.5;DPM-DC inhibit pilot screen %=2.0
Cc1noc(NS(=O)(=O)c2ccc(NC(=O)c3ccoc3C)cc2)c1C | 9 | 20% | 5% | 8% | 10% | -3% | 10 | -8% | i
CCOc1ccc(OCC)c(NC(=O)CSc2nc3cccnc3n2C)c1 | 15 | 2% | -9% | 13% | -14% | -2% | 0 | -2% | i
COC(=O)c1cc(NCc2cccs2)ccc1N1CCOCC1 | 14 | -4% | -11% | -4% | -7% | -7% | 12 | 0% | i
O=C(Cn1c(=O)oc2cc(S(=O)(=O)N3CCc4ccccc43)ccc21)N1CCCCC1 | 8 | 9% | -3% | 7% | -6% | -2% | 12 | 9% | i
Cc1nnc(SC(C)C(=O)Nc2ccc(S(=O)(=O)N3CCCCC3)cc2)s1 (configuration not stated) | 0 | nt | -30% | 12% | -12% | -13% | 19 | -4% | i
